Bioassay records from PubChem.
Mtb BioA inh – blocks M. tuberculosis BioA enzyme activity. purified M. tuberculosis BioA enzyme, plate reader. inhibition, % at 9.99 µM. hit rate 0.096% among 360,000; in the data active means inhibition above about 40%
* marks the source's active call; other numbers are inactive results. The list is partial; count on the stated rates, not on these rows.

canonical_smiles,Mtb BioA inh
COc1ccc(S(=O)(=O)N(C)C[C@H]2Oc3ccc(NC(=O)Nc4ccc(F)cc4)cc3CC(=O)N([C@H](C)CO)C[C@@H]2C)cc1,-5.3
COc1ccc(S(=O)(=O)N(C)C[C@@H]2Oc3ccc(NC(=O)NC(C)C)cc3C(=O)N([C@H](C)CO)C[C@@H]2C)cc1,0.4
CN(C)C(=O)C[C@H]1CC[C@H]2[C@H](COc3ccc(NC(=O)NCc4ccccc4)cc3C(=O)N2C)O1,0.9
Cc1ccc(S(=O)(=O)N(C)C[C@@H]2Oc3ccc(NC(=O)CCC(F)(F)F)cc3CC(=O)N([C@H](C)CO)C[C@H]2C)cc1,-0.8
C[C@@H]1CN([C@H](C)CO)C(=O)Cc2cc(NC(=O)Nc3cccc4ccccc34)ccc2O[C@H]1CN(C)S(=O)(=O)c1cccs1,-1.7
O=C(N[C@@H]1C=C[C@H](CC(=O)N2CCc3ccccc3C2)O[C@H]1CO)C1CC1,-0.7
CCCC#Cc1ccc([C@@H]2[C@@H](CO)N3CCCCN(Cc4cccnc4)C[C@H]23)cc1,-0.7
CCNC(=O)C[C@H]1CC[C@@H]2[C@@H](COc3ccc(NC(=O)Nc4ccc(Cl)cc4)cc3C(=O)N2C)O1,6.2
C[C@H](O)C#Cc1cnc2c(c1)C(=O)N([C@@H](C)CO)C[C@H](C)[C@@H](CN(C)C(=O)c1ccccc1)O2,-0.4
N#C[C@@H]1[C@H](c2ccc(C3=CCCC3)cc2)[C@H](CO)N1S(=O)(=O)c1ccccc1,-0.2
N#C[C@H]1[C@@H](c2ccc(C3=CCCC3)cc2)[C@@H](CO)N1C(=O)C1CCCC1,1.5
CO[C@H]1CN(C)C(=O)c2ccc(NC(=O)c3ccc(Oc4ccccc4)cc3)cc2OC[C@@H](C)NC[C@H]1C,2.6
C[C@H]1CN([C@@H](C)CO)C(=O)c2cc(NC(=O)c3ccncc3)ccc2O[C@H]1CN(C)C(=O)NC1CCCCC1,-1.6
C[C@H](NC(=O)C[C@H]1C=C[C@@H](NC(=O)c2cccnc2)[C@H](CO)O1)c1ccccc1,7.5
C[C@@H]1CCCCO[C@@H](CN(C)Cc2ccc(C(=O)O)cc2)[C@@H](C)CN([C@H](C)CO)C(=O)c2cc(NC(=O)Nc3ccc(F)cc3)ccc2O1,-1.1
C[C@@H]1CN([C@@H](C)CO)C(=O)c2cc(NS(=O)(=O)c3ccc(F)cc3)ccc2O[C@@H](C)CCCCO[C@H]1CN(C)S(=O)(=O)c1ccccc1,-1.5
CC(=O)N1[C@@H]2c3ccc(C4=CCCC4)c(=O)n3C[C@@H]2[C@@H](CO)[C@@H]1C(=O)NCC1CC1,-2.2
CO[C@H]1CN(C)C(=O)c2ccc(NC(=O)C3CCCC3)cc2OC[C@@H](C)N(C(C)=O)C[C@@H]1C,-0.6
O=C(Nc1ccccc1F)N[C@H]1CC[C@@H](CCNC(=O)C2CCCCC2)O[C@H]1CO,-1.8
C[C@@H]1CN([C@H](C)CO)C(=O)c2cc(C#Cc3ccccc3F)cnc2O[C@@H]1CN(C)C(=O)c1ccc2c(c1)OCO2,4.3
CN(C)CC(=O)N[C@@H]1C=C[C@H](CC(=O)NCc2ccc(Cl)cc2)O[C@@H]1CO,4.5
C[C@H](CO)N1C[C@H](C)[C@@H](CN(C)C(=O)Nc2ccc(F)cc2)Oc2ccc(N(C)C)cc2C1=O,1.0
CCCN1C[C@H](C)[C@@H](OC)CN(C)C(=O)c2ccc(NC(=O)c3ccc(F)cc3)cc2OC[C@@H]1C,-1.2
N#C[C@@H]1[C@H](c2ccc(C3=CCCCC3)cc2)[C@H](CO)N1C(=O)NC1CCCCC1,-1.3
C[C@H](CO)N1C[C@H](C)[C@H](CN(C)CC2CC2)Oc2ccc(NC(=O)Cc3cn(C)c4ccccc34)cc2CC1=O,-1.9
COc1ccc(CN(C)C[C@H]2Oc3c(NC(=O)c4ccc(-c5nccs5)cc4)cccc3C(=O)N([C@@H](C)CO)C[C@@H]2C)cc1,-1.2
C[C@H]1CN([C@@H](C)CO)S(=O)(=O)c2ccc(-c3ccccc3)cc2O[C@H]1CN(C)C(=O)c1ccccc1F,-2.4
C[C@H](CO)N1C[C@H](C)[C@@H](CN(C)Cc2ccc(C(=O)O)cc2)Oc2c(NC(=O)Nc3ccc(C(F)(F)F)cc3)cccc2C1=O,1.8
C[C@@H]1CN([C@H](C)CO)C(=O)c2cc(N(C)C)ccc2O[C@H]1CN(C)C,-1.2
CC(C)CC#Cc1ccc2c(c1)O[C@@H](CN(C)C(=O)Cc1ccncc1)[C@@H](C)CN([C@@H](C)CO)S2(=O)=O,-2.5
C[C@@H]1CN([C@@H](C)CO)C(=O)c2cc(NC(=O)Nc3ccc(C(F)(F)F)cc3)ccc2O[C@@H]1CN(C)C,2.3
C[C@@H]1CN([C@H](C)CO)C(=O)c2cc(C#Cc3ccccc3F)cnc2O[C@H]1CN(C)C(=O)C1CCOCC1,-2.6
C[C@@H]1CN([C@H](C)CO)C(=O)c2cc(NC(=O)c3ccncc3)ccc2O[C@@H]1CN(C)Cc1ccncc1,0.3
Cc1noc(C)c1S(=O)(=O)Nc1ccc2c(c1)C(=O)N([C@H](C)CO)C[C@H](C)[C@H](CN(C)S(=O)(=O)c1cccs1)O2,2.1
C[C@@H]1CN([C@@H](C)CO)C(=O)c2cc(C#CCN(C)C)cnc2O[C@@H]1CN(C)Cc1ccc(C(=O)O)cc1,-4.1
CCc1cnc(N2[C@H](C#N)[C@@H](c3ccc(C4=CCCC4)cc3)[C@@H]2CO)s1,-1.7
O=C(Nc1cc(F)ccc1F)N[C@@H]1CC[C@@H](CCn2cc(C3CC3)nn2)O[C@H]1CO,0.6
CCCNC(=O)N(C)C[C@H]1Oc2ncc(-c3ccc(OC)cc3)cc2C(=O)N([C@@H](C)CO)C[C@H]1C,1.8
COc1ccc(NC(=O)Nc2ccc3c(c2)C(=O)N([C@@H](C)CO)C[C@@H](C)[C@H](CN(C)S(=O)(=O)c2ccc(C)cc2)O3)cc1,-1.4
C[C@H]1CN([C@@H](C)CO)S(=O)(=O)c2ccc(-c3cccnc3)cc2O[C@@H]1CN(C)Cc1ccccn1,1.2

Single entries from above:
Value of C[C@H](O)C#Cc1cnc2c(c1)C(=O)N([C@@H](C)CO)C[C@H](C)[C@@H](CN(C)C(=O)c1ccccc1)O2 under Mtb BioA inh: -0.4
Value of CCCC#Cc1ccc([C@@H]2[C@@H](CO)N3CCCCN(Cc4cccnc4)C[C@H]23)cc1 under Mtb BioA inh: -0.7

More results follow:
canonical_smiles,Mtb BioA inh
O=C(c1ccccc1)N1C[C@H]2[C@@H](c3ccccc31)[C@H](CO)N2S(=O)(=O)c1ccccc1,-2.4
COc1ccc(NC(=O)N(C)C[C@@H]2Oc3ncc(C4=CCCC4)cc3C(=O)N([C@@H](C)CO)C[C@@H]2C)cc1,0.0
C[C@H]1CN([C@@H](C)CO)C(=O)c2cc(NC(=O)Cc3ccccc3)ccc2O[C@H]1CN(C)C(=O)Nc1cccc2ccccc12,-0.8
Cc1noc(C)c1S(=O)(=O)N(C)C[C@@H]1OCCCC[C@@H](C)Oc2ccc(NS(=O)(=O)c3ccc(Cl)cc3)cc2C(=O)N([C@@H](C)CO)C[C@H]1C,0.9
N#Cc1cccc(-c2ccc([C@H]3[C@@H](CO)N4CCCCN(C(=O)Nc5cccc(F)c5)C[C@@H]34)cc2)c1,-1.3
Cc1noc(C)c1NC(=O)N(C)C[C@H]1OCc2ccccc2-c2c(n(C)c3ccccc23)C(=O)N([C@H](C)CO)C[C@H]1C,2.1
CN(C)CC(=O)Nc1ccc2c(c1)[C@H]1C[C@@H](CC(=O)N3CCCCC3)O[C@@H](CO)[C@H]1O2,-0.4
CC(C)C#Cc1ccc2c(c1)O[C@@H](CN(C)C(=O)c1cccnc1)[C@@H](C)CN([C@@H](C)CO)S2(=O)=O,2.9
CN(C)CC#Cc1ccc([C@@H]2[C@@H](CO)N3CCCCN(C(=O)C4CC4)C[C@@H]23)cc1,2.7
COCC(=O)N(C)C[C@@H]1Oc2cc(-c3ccc(C#N)cc3)ccc2S(=O)(=O)N([C@H](C)CO)C[C@H]1C,-1.9
C[C@H](CO)N1C[C@H](C)[C@@H](CN(C)C(=O)Cc2ccccc2)OCCCC[C@H](C)Oc2ccc(NC(=O)Nc3ccc(C(F)(F)F)cc3)cc2C1=O,-1.3
COCC#Cc1cnc2c(c1)C(=O)N([C@H](C)CO)C[C@@H](C)[C@H](CN(C)C(=O)C1CCCCC1)O2,5.3
C[C@@H]1CCCCO[C@@H](CN(C)S(=O)(=O)c2cccs2)[C@@H](C)CN([C@H](C)CO)C(=O)c2cc(N(C)C)ccc2O1,-2.1
COC(=O)C[C@@H]1CC[C@@H]2[C@@H](COc3ccc(NC(=O)Nc4c(C)noc4C)cc3C(=O)N2C)O1,-1.8
C[C@H](CO)N1C[C@H](C)[C@@H](CN(C)S(=O)(=O)c2ccc(Cl)cc2)Oc2ccc(NS(=O)(=O)c3ccc(F)cc3)cc2C1=O,1.7
C[C@@H]1CCCCO[C@H](CN(C)C(=O)Nc2ccc(F)cc2)[C@H](C)CN([C@@H](C)CO)C(=O)c2cc(NC(=O)CCC(F)(F)F)ccc2O1,-1.4
CN(C)C(=O)c1cccc(-c2cccc(-c3nc(C(=O)N4CCCCC4)cc4c3[C@H](CCO)N([S@@](=O)C(C)(C)C)C4)c2)c1,1.2
CN1CCN(C(=O)C[C@@H]2CC[C@H]3[C@@H](COC[C@H](O)CN3C(=O)Nc3cc(Cl)cc(Cl)c3)O2)CC1,-1.3
C[C@H]1CN([C@@H](C)CO)C(=O)c2cc(C#CC3(O)CCCC3)cnc2O[C@H]1CN(C)C(=O)C1CCOCC1,-2.0
CN(C)CC(=O)Nc1ccc2c(c1)[C@H]1C[C@H](CC(=O)NCC3CC3)O[C@H](CO)[C@H]1O2,-0.8

In the list so far, five have a Cl atom.
canonical_smiles,Mtb BioA inh
CCNC(=O)C[C@H]1CC[C@@H]2[C@@H](COc3ccc(NC(=O)Nc4ccc(Cl)cc4)cc3C(=O)N2C)O1,6.2
CN(C)CC(=O)N[C@@H]1C=C[C@H](CC(=O)NCc2ccc(Cl)cc2)O[C@@H]1CO,4.5
Cc1noc(C)c1S(=O)(=O)N(C)C[C@@H]1OCCCC[C@@H](C)Oc2ccc(NS(=O)(=O)c3ccc(Cl)cc3)cc2C(=O)N([C@@H](C)CO)C[C@H]1C,0.9
C[C@H](CO)N1C[C@H](C)[C@@H](CN(C)S(=O)(=O)c2ccc(Cl)cc2)Oc2ccc(NS(=O)(=O)c3ccc(F)cc3)cc2C1=O,1.7
CN1CCN(C(=O)C[C@@H]2CC[C@H]3[C@@H](COC[C@H](O)CN3C(=O)Nc3cc(Cl)cc(Cl)c3)O2)CC1,-1.3

Returning to the listing, starting 2 compounds before the break.
canonical_smiles,Mtb BioA inh
C[C@H]1CN([C@@H](C)CO)C(=O)c2cc(C#CC3(O)CCCC3)cnc2O[C@H]1CN(C)C(=O)C1CCOCC1,-2.0
CN(C)CC(=O)Nc1ccc2c(c1)[C@H]1C[C@H](CC(=O)NCC3CC3)O[C@H](CO)[C@H]1O2,-0.8
COC(=O)C[C@@H]1C[C@@H]2c3cc(NC(=O)CC4CC4)ccc3O[C@@H]2[C@H](CO)O1,0.4
Cc1ccccc1S(=O)(=O)N[C@H]1CC[C@H](CCn2cc(-c3ccc(F)cc3)nn2)O[C@H]1CO,0.6
Cc1noc(C)c1S(=O)(=O)N(C)C[C@@H]1Oc2ccc(NC(=O)Nc3cccc4ccccc34)cc2CC(=O)N([C@H](C)CO)C[C@H]1C,0.6
COc1ccc(S(=O)(=O)N(C)C[C@@H]2OCc3ccccc3-c3ccccc3C(=O)N([C@@H](C)CO)C[C@H]2C)cc1,1.3
O=C(C[C@@H]1CC[C@@H]2[C@H](COC[C@@H](O)CN2Cc2cc(F)cc(F)c2)O1)NC1CCCC1,-0.1
COCCNC(=O)C[C@H]1CC[C@H]2[C@@H](COc3ccc(NC(=O)Nc4cccc(F)c4)cc3C(=O)N2C)O1,12
C[C@@H]1CN([C@@H](C)CO)C(=O)c2cc(-c3ccccc3)cnc2O[C@H]1CN(C)C(=O)Nc1ccc2c(c1)OCO2,2.5
C[C@@H]1CN([C@@H](C)CO)C(=O)Cc2cc(NC(=O)Nc3ccc(C(F)(F)F)cc3)ccc2O[C@@H]1CN(C)Cc1ccc(C(F)(F)F)cc1,-0.8
COc1ccc(S(=O)(=O)N(C)C[C@@H]2Oc3ncc(C#CC4(O)CCCC4)cc3C(=O)N([C@H](C)CO)C[C@H]2C)cc1,-0.8
C[C@H](CO)N1C[C@H](C)[C@@H](CN(C)Cc2ccc(C(F)(F)F)cc2)Oc2ccc(N(C)C)cc2C1=O,-0.1
C[C@@H]1CN([C@H](C)CO)C(=O)c2cc(C#CC(C)(C)O)cnc2O[C@H]1CN(C)C(=O)C1CC1,-0.4
O=C(CCN1CCCCC1)NCC[C@H]1CC[C@@H](NC(=O)c2ccc(F)cc2)[C@H](CO)O1,-2.4
COc1cccc(C(=O)Nc2ccc3c(c2)C(=O)N(C)[C@H]2CC[C@@H](CC(=O)N[C@@H](C)c4ccccc4)O[C@H]2CO3)c1,-0.8
COCC(=O)N[C@@H]1CC[C@@H](CC(=O)N2CCCCC2)O[C@H]1CO,2.5
C[C@@H]1CN([C@H](C)CO)C(=O)c2cccc(NS(=O)(=O)c3ccc(F)cc3)c2O[C@H]1CN(C)C(=O)Nc1ccc2c(c1)OCO2,-1.5
C[C@@H]1CN([C@@H](C)CO)C(=O)c2cc(NC(=O)Nc3cccc4ccccc34)ccc2O[C@H]1CN(C)S(C)(=O)=O,2.4
C/C=C/c1cnc2c(c1)C(=O)N([C@@H](C)CO)C[C@H](C)[C@H](CN(C)Cc1ccccc1)O2,1.0
C[C@@H]1CN([C@H](C)CO)C(=O)c2cccc(NC(=O)c3cnccn3)c2O[C@H]1CN(C)C(=O)Nc1ccccc1,-0.4
C[C@@H](NC(=O)C[C@H]1C=C[C@H](NC(=O)C2CC2)[C@@H](CO)O1)c1ccccc1,-3.5
C[C@H](CO)N1C[C@H](C)[C@H](CN(C)Cc2ccc(C(=O)O)cc2)Oc2c(NC(=O)c3ccc(-c4nccs4)cc3)cccc2C1=O,-0.9
